# HADH2 inhib: HADH2 (human) dehydrogenase inhibition | recombinant HADH2, NADH fluorescence, beta-hydroxybutyryl-CoA | Q99714 | 3.4% of 73,000 active | Potency, µM (titrated, usually from 57.1 µM), for the others: at the top dose activity change, negative = inhibition, most hits filed as inhibitors; further: potency means the concentration at half of the fitted maximal effect; on the % scale 0 is the no-effect control and ±100 the full control effect; nearly all actives have a fitted effect of over 60% in size; many of its hits are not listed in these tables
# Target sequence (Q99714 whole entry, looked up, one chain of several): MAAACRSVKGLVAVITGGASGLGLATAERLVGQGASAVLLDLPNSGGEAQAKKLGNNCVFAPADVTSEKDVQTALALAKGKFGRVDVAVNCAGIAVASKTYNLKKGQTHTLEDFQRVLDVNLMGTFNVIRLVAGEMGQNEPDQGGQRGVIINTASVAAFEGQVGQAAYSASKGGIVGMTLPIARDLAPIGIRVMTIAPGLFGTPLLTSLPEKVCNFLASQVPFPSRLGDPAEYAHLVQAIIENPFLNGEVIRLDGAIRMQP
#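 Read-out: 360 nm excitation, 450 nm emission, kinetic over 4 min. Conditions: His-tagged human HADH2 20 nM, pH 9.0 Tris with Tween-20, 1 mM NAD+, 90 uM beta-hydroxybutyryl-CoA.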
# Ub-GFP proteasome: ubiquitin-GFP accumulation via proteasome inhibition; 67,000 tested, under 10 active; Ubiquitin-GFP reporter cells, proteasome inhibition, GFP fluorescence; response scale: untreated = 0%, 10 µM MG-132 = 100%; AID 526; Potency, µM (doses to about 45.9 µM), for inactives: at the highest dose activation (GFP accumulation), actives largely listed as activators; active means well fitted activation curve with a large enough effect, not every such curve was filed as active; inconclusive means small, poorly fitted or top-dose-only effect, or another doubt; inactive means no such curve, though single readings can be large or run the other way; further: potency means the concentration at half of the fitted maximal effect
#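 Reporter cells (U2OS, ubiquitin-G76V-GFP fusion) are plated overnight, then treated 4 hr at 37 °C with compound titrations from 46 uM down to 2.9 nM. Activity is scaled against untreated cells and 10 uM MG-132.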
# HBB splicing: alters splicing of the hemoglobin beta chain; HBB splicing reporter cell assay, activation; EGFP reporter with mutant IVS2-654 intron; response scale: normalised to 500 nM splice-correcting PNA; Potency, µM (highest dose often 46.1 µM), without a hit: top-dose activation, most hits filed as activators; 0.06% of 65,000 active; further: potency means the concentration at half of the fitted maximal effect; 0% is about no effect
#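 HeLa cells stably expressing EGFP interrupted by mutant beta-globin intron 2 (IVS2-654), 500/well in 2% FCS. Treated with compound for 2 days at 37C. Splicing correction scored as total well GFP intensity (488 nm excitation, 500-520 nm emission); 500 nM antisense PNA served as control.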
# ERK AVP block: inhibitors of vasopressin-stimulated ERK signaling pathway; HEK293-V1b, vasopressin-stimulated pERK AlphaScreen; Potency, µM (top dose mostly 57.5 µM), without a hit: at the highest dose activity, negative = inhibition, hits mostly inhibitors; 0.99% of 72,000 active; further: potency means the concentration at half of the fitted maximal effect; on the % scale 0 is the no-effect control and ±100 the full control effect; nearly all actives have a fitted effect of over 55% in size
#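 qHTS, compounds titrated on V1b-expressing HEK293 cells. Preincubation 30 min at 37C, vasopressin 25 nM for 5 min, lysis 10 min, bead incubation 5 hr at room temperature.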
# Tau fil binding: binders of human tau filaments; P10636; recombinant tau filaments, thioflavin S fluorescence, 15 h; filaments grown with octadecylsulfate alongside compound; AID 596; Potency, µM (doses to about 57.1 µM), for the others: at the highest dose activity change, negative = inhibition; 2% of 71,000 active;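 further: potency means the concentration at half of the fitted maximal effect; on the % scale 0 is the no-effect control and ±100 the full control effect; actives lower thioflavin S fluorescence by blocking filaments or displacing dye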
#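 Quantitative HTS: thioflavine S signal from ODS-induced tau filaments, excited at 450 nm, emission 510 nm. Conditions: 1 uM tau, 30 uM ODS, 15 h at 37 C, pH 7.4.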
# Hsp90 Hop PPI: changes Hsp90-Hop TPR2A binding signal, up or down; AlphaScreen TPR2A-His6 binding biotin-Hsp90 C-terminal peptide; Potency, µM (highest dose often 57 µM), without a hit: at the highest dose activity change, negative = inhibition; 0.44% of 71,000 active; AID 595; active means well fitted curve in either direction with a large enough effect; inconclusive means small, poorly fitted or top-dose-only effect, or another doubt; further: potency means the concentration at half of the fitted maximal effect; on the % scale 0 is the no-effect control and ±100 the full control effect; many of its hits are not listed in these tables
# CRE-bla Fsk: CRE-bla signaling modulation under forskolin stimulation | CHO CRE-bla reporter (cAMP response element driving beta-lactamase), forskolin EC10, beta-lactamase ratio | Potency, µM (highest dose often 38.2 µM), for inactives: at the highest dose activity change, negative = inhibition, usual class: activators | 2.5% of 71,000 active; active means well fitted activation curve with a large enough effect in the signal ratio, with a control signal flat, not every such curve was filed as active; inconclusive means small, poorly fitted or top-dose-only effect, or effect the other way, or a change in a side signal; the % refers to the signal ratio; further: potency means the concentration at half of the fitted maximal effect; % of control where 0% means no effect
#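 CHO CRE-bla cells, overnight plating in Opti-MEM with 0.5% dialyzed FBS; cpd titration + EC10 NKH 477, 3 h 37 °C; CCF4 2 h RT; ex 405/em 460 vs 530 ratio → %Activity, AC50.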
# DNA Pol III inh: blocks replication by bacterial DNA polymerase III holoenzyme | Potency, µM (top dose mostly 57.1 µM), without a hit: at the highest dose activity change, negative = inhibition | AID 603 | reconstituted DNA polymerase III holoenzyme replication, biochemical | 0.25% of 71,000 active; further: potency means the concentration at half of the fitted maximal effect; on the % scale 0 is the no-effect control and ±100 the full control effect
#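 Reconstituted *E. coli* holoenzyme (0.35 nM Pol III, 1 nM beta, 154 nM SSB, 2 nM primase) was preincubated with compound for 15 min at RT. Synthesis on 1.4 nM ssM13Gori ran 35 min, then was stopped with PicoGreen/EDTA and read as dsDNA fluorescence.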
# Epigenetic mod: epigenetic GFP locus derepression in mouse cells | Potency, µM (highest dose often 46.1 µM), for inactives: at the highest dose GFP derepression (activation) | 0.09% of 68,000 active | AID 597 | mouse C127i GFP locus derepression, cytometry, 30 h; further: % of control where 0% means no effect
#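 Murine C127i mammary cells carrying a silenced, stably integrated CMV-driven GFP reporter were treated with compound for 30 hours at 37 C. After PBS washes, GFP-positive cells were counted by laser-scanning microplate cytometry.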
# FLuc inh: firefly luciferase inhibition; purified firefly luciferase, luminescence, 8 min; Potency, µM (series often up to 57.1 µM), for inactives: at the top dose activity change, negative = inhibition, most hits filed as inhibitors; 2.2% of 72,000 active; AID 411; further: potency means the concentration at half of the fitted maximal effect; on the % scale 0 is the no-effect control and ±100 the full control effect; nearly all actives have a fitted effect of over 40% in size
# Target sequence (P08659 whole entry, looked up): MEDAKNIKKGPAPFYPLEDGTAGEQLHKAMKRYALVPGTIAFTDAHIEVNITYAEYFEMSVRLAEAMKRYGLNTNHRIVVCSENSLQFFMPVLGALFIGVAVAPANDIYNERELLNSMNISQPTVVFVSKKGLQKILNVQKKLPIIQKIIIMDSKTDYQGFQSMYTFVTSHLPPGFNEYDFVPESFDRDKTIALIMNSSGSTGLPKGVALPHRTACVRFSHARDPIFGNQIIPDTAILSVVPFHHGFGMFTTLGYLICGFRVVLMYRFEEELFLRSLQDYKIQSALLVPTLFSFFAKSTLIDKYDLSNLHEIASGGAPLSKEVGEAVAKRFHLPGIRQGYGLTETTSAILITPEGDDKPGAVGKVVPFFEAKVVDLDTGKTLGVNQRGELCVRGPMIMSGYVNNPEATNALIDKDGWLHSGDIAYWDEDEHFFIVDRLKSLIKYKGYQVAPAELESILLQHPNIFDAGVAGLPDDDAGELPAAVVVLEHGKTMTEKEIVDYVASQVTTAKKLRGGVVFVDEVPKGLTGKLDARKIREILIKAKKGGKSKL
#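 Substrate buffer containing 10 uM ATP (pH 7.2 imidazole, Mg2+, KCl, detergent, BSA) is dispensed, compound pinned in, then luciferase/luciferin detector mix added. After 8 min at ambient temperature, light output is measured.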
# 15-hLO inh: 15-hLO (ALOX15) enzyme inhibition | purified 15hLO-1, xylenol orange hydroperoxide absorbance | Potency, µM (titrated, usually from 57.1 µM), inactives show at the highest dose activity change, negative = inhibition, most hits filed as inhibitors | AID 887 | 1.4% of 74,000 active; further: potency means the concentration at half of the fitted maximal effect; on the % scale 0 is the no-effect control and ±100 the full control effect; nearly all actives have a fitted effect of over 55% in size
#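 Inhibition is scored from a chromogenic endpoint. After 15 min enzyme-compound contact, arachidonic acid (50 uM final) reacts 6 min with 40 nM 15hLO-1 at room temperature, then Fe-XO reagent is added for 30 min and absorbance ratio recorded.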
# Numbers without * were called inactive; i = inactive; ? = inconclusive; / = not tested or not shown; & = joins results of further samples; [ ] = dose if it differs, or a comment. Unless noted, the call rests on the fitted dose curve; in most records, active means well fitted curve in the direction sought with a large enough effect; inconclusive means small, poorly fitted or top-dose-only effect, or another doubt; inactive means no such curve, though single readings can be large; an effect the other way counts as inactive or inconclusive. Only part of the results is shown; rates above refer to the full screens.
SMILES,HADH2 inhib,Ub-GFP proteasome,HBB splicing,ERK AVP block,Tau fil binding,Hsp90 Hop PPI,CRE-bla Fsk,DNA Pol III inh,Epigenetic mod,FLuc inh,15-hLO inh
Cc1ccc(-n2ncc3c(Nc4c(C)n(C)n(-c5ccccc5)c4=O)ncnc32)c(C)c1,1.0%,0.0%,5.6%,11.0%,3.0%,-3.3%,5.5%,5.8%,-6.0%,1.9%,3.9%
COc1ccc(NC(=O)N(C2CCCCC2)C(C)c2ccco2)c(OC)c1 (centres undefined),2.8%,-8.3%,0.1%,-5.8%,7.3%,-6.0%,5.9%,-4.3%,0.4%,-0.4%,3.5%
O=S(=O)(c1ccc(S(=O)(=O)N2CCN(Cc3ccccc3)CC2)cc1)N1CCOCC1,8.7%,-3.6%,/,5.3%,3.4%,-2.1%,1.1%,-1.6%,-1.3%,-0.6%,-10.4%
CCOC(=O)c1ccc(S(=O)(=O)N2CCC(C(=O)OCC)CC2)cc1,10.7%,0.2%,/,6.8%,9.3%,-0.5%,0.2%,0.0%,-3.4%,0.4%,-3.2%
CCN(CC)C(=O)c1cc(-c2ccccc2OC)on1,11.6%,-4.9%,4.1%,20.9%,-4.4%,1.7%,5.1%,-1.7%,0.0%,-22.1%,?
C=CCn1c(SCC(=O)Nc2cc3oc4ccccc4c3cc2OC)nnc1-c1cnccn1,-21.4%,-0.2%,-3.0%[0.369 µM],?,109.8%,-6.5%,?,-1.9%,0.0%,-11.4%,-15.1%
Nc1ccc(S(=O)(=O)c2ccc(NC(=O)c3cccnc3)cc2)cc1,10.9%[11.4 µM],1.3%[9.17 µM],4.2%[9.22 µM],12.3%[11.5 µM],8.8%[11.4 µM],-1.3%[11 µM],3.1%[7.6 µM],-10.6%[11.4 µM],-1.1%[9.22 µM],3.8%[11.4 µM],24.5%[11.4 µM]
O=c1cc(N2CCOCC2)oc2c(-c3ccccc3)cccc12,-2.6%&-11.3%,-2.6%&-5.9%,1.9%,1.3%&-26.7%,?,-5.6%&-9.2%,?,-6.6%&-5.2%,0.0%&-1.1%,1.3%&0.7%,?
COc1ccc(C)cc1NS(=O)(=O)c1ccc(NS(=O)(=O)c2ccc(NC(C)=O)cc2)cc1,1.1%[11.4 µM],-12.4%[9.17 µM],0.6%[0.0738 µM],-21.8%,5.5%[11.4 µM],-8.6%[11 µM],?,3.8%[11.4 µM],-1.5%,-1.2%,-23.5%[11.4 µM]
N#Cc1ccc(CN2CCC3(CC2)CCN(C(=O)c2ccco2)CC3)cc1,-11.5%,-4.6%,0.9%,9.5%,-3.8%,-4.2%,5.9%,-4.1%,18.5%[9.22 µM],0.9%[11.4 µM],8.6%
CCOC(=O)c1ccc(S(=O)(=O)n2c(CN3CCCCC3)nc3ccccc32)cc1,-4.0%,8.0%,2.0%[57.5 µM],-14.8%,-2.5%,-1.2%,?,6.3%,-1.3%,1.8%,30.2%[activator]
CC1CC=C2C(C#N)=C(N)C(C#N)(C#N)C(c3cccs3)C2C1 (centres undefined),-24.1%,0.0%,-0.7%[57.5 µM],19.5%,i,-5.5%,-14.4%,-4.7%,-1.0%,-1.9%,?
O=C(CSc1nnc(-c2cnccn2)n1Cc1ccco1)c1ccc(Cl)cc1,?,-1.9%,-1.6%,-15.7%,-18.6%,-7.3%,3.8%,-4.0%,2.9%,-1.6%,-18.1%
Cc1nc(SCC(=O)Nc2cccc(Cl)c2)n[nH]1,-12.3%,17.5%,1.8%[9.22 µM],10.7%,0.6%,-0.6%,-6.6%,4.0%,-2.2%,-0.8%,1.5%
CCn1c(=N)c(C(=O)OC)cc2c(=O)n3ccccc3nc21,20µM*,0.1%,-3.0%,-14.3%,7.2%,-0.4%,10µM*,-7.9%,0.0%,-34.0%,-6.3%
O=C(NC1CCCC1)c1cnn2c(C(F)(F)F)cc(-c3ccco3)nc12,-11.6%,9.0%,1.9%,?,?,-5.0%,?,-1.6%,0.0%,0.3%,?
CN1CCN(Cc2nc3c(c(=O)n(C)c(=O)n3C)n2Cc2ccccc2Cl)CC1,12.1%,3.7%,-0.6%,/,33.9%,3.5%,-8.2%,-3.4%,/,12.6µM*,?
O=C(NCCN1CCOCC1)c1ccncc1,5.7%,-1.0%,/,15.7%,-10.9%,0.6%,-22.4%,-4.4%,-2.4%,2.0%,9.7%
Cc1ccc2cc3cc(C(=O)NCCCN4CCCCCC4)oc3nc2c1,?,6.1%,-0.9%,30.7%,22.8%,-12.8%,?,-4.9%,-2.4%,2.8%,-27.0%
COc1ccc(S(N)(=O)=O)cc1C(=O)NCC1(N2CCCCC2)CCCCC1,-13.3%,-3.8%,0.1%[57.5 µM],-2.4%,7.3%,-4.9%,-7.5%,-1.8%,3.3%,2.7%,0.9%
CCOC(=O)N1CCN(C(=O)CSc2nnc(-c3cc(OC)ccc3OC)o2)CC1,?,3.7%,-0.6%,?,-0.6%,-2.3%,?,5.0%,3.7%,-2.0%,-10.9%
c1ccc(C2=Nn3c(nnc3-c3cc(-c4ccccc4)n[nH]3)SC2)cc1,8.1%,/,2.3%[0.369 µM],25.1µM*,209.5%,-6.3%,?,-6.3%,2.1%,?,?
COCC(=O)NCc1ccc2c(c1)cc(C)n2C,-9.7%,-4.7%,-0.4%,14.4%,22.0%,-3.9%,-2.0%,2.5%,5.9%,-2.4%,?
O=C(CSc1nnc(COc2ccccc2)n1Cc1ccco1)c1ccc(F)cc1,-2.6%,6.7%,2.1%,-28.7%,56.2%,-4.6%,15.0%,-9.2%,0.0%,-1.0%,?
O=C(CNS(=O)(=O)c1cccs1)Nc1ccc2c(c1)OCCO2,1.3%,5.3%,0.1%,-15.8%,-1.3%,-4.9%,0.6%,1.4%,0.0%,-6.0%,5.2%
COc1ccc(C(=O)N2CCSC2=S)cc1OC,-27.1%,2.7%,/,-27.8%,5.2%,-4.3%,?,3.2%,1.3%,0.7%,3.2%
CCOC(=O)CCc1c(C)nc(SCCCn2c(=O)[nH]c3ccccc32)c(C#N)c1C,-23.3%,8.0%,-0.2%,-12.6%,34.5%,-10.0%,1.1%,-0.4%,4.3%,-1.9%,-29.4%
O=C1N=C(N2CCOCC2)CS1,-1.4%,-4.7%,0.1%[57.5 µM],-1.2%,4.3%,-1.1%,-1.7%,-5.3%,-1.9%,1.2%,7.3%
Cc1nc2sccn2c1-c1nc(C2CC2)c(C(=O)c2ccc3c(c2)NC(=O)CO3)s1,2.3%,-0.9%,-1.4%,-2.9%,17.3%,-0.1%,2.51µM*,-5.2%,-1.1%,4.4%,-6.7%
CCN1C(=O)[C@H]2[C@H]3[C@H](O)[C@H](O)C/C(=N/O[C@@H]4O[C@@H](COC(C)=O)[C@@H](OC(C)=O)[C@@H](OC(C)=O)[C@H]4OC(C)=O)[C@H]3CC[C@@H]2C1=O,9.3%[11.4 µM],/,0.0%[9.22 µM],17.5%[11.5 µM],/,/,/,/,/,-4.5%[11.4 µM],4.6%[11.4 µM]
Cc1ccc2cc(CN(CCN3CCCC3)C(=O)Nc3ccc(F)cc3)c(=O)[nH]c2c1C,30.7%[activator],1.1%,-10.3%,-8.5%,63.1%,-6.2%,21.0%,-14.3%,1.3%,1.1%,?
CC(Oc1ccccc1)C(=O)Nc1ccc(S(=O)(=O)N2CCOCC2)cc1 (centres undefined),-3.9%[11.4 µM],4.5%[9.17 µM],-3.0%[0.0738 µM],-20.3%,-4.2%[11.4 µM],-6.3%[11 µM],-27.0%[7.6 µM],-1.2%[11.4 µM],0.4%,0.0%,10.5%[11.4 µM]
O=C(O)CCC(=O)Nc1ccc2c(c1)oc1ccccc12,-4.6%,-11.2%,-2.2%,-8.4%,6.5%,0.0%,?,-4.4%,-2.7%,-11.1%,11.8%
CC1(Cc2cn(CCC#N)c3ccccc23)OCCO1,-16.5%,2.0%,-1.0%,-1.2%,18.4%,-0.7%,?,-1.2%,1.6%,3.2%,-26.4%
COCCCNC(=O)CCn1c(=O)c2ccccc2n(CC(=O)Nc2ccc(C)cc2C)c1=O,6.6%,12.5%,4.7%,-0.1%,1.3%,-8.5%,9.9%,-3.2%,1.2%,4.0%,9.3%
CCCC1=C(C(=O)OCC)C(c2ccc(O)cc2)n2ncnc2N1 (centres undefined),-11.0%,0.0%,0.5%,-14.2%,1.8%,-3.2%,-4.3%,0.7%,1.7%,-1.1%,11.9%
